Screens as filed in PubChem BioAssay.
STEP block – inhibitors of human striatal-enriched phosphatase STEP; P54829; recombinant STEP, OMFP fluorogenic substrate, fluorescence; inhibition, % at 20 µM; hit rate 0.25% among 360,000; AID 588621;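 active = inhibition at 20 µM, scaled per plate between control wells, above about 37%, limit read from the data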;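 note: 0% = DMSO with enzyme and substrate and 100% = substrate only without enzyme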
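System: STEP phosphatase, cell-free reaction; Buffer or medium: Bis-Tris pH 6.0 buffer with DTT, detergent; Incubation: 20 min at room temperature, dark; Measured by: fluorescence, 480/540 nm.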
CSN inh – inhibitors of human CSN-mediated cullin deneddylation. Q92905. Purified CSN, SCF-Nedd8-OG deneddylation, fluorescence polarization. inhibition, % at 12.5 µM. hit rate 0.38% among 360,000. AID 651999;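 active = pattern-corrected inhibition above about 35%, with an unprinted fluorescence ratio check between 0.5 and 1.5, limit read from the data, passing the limit was not always enough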;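 note: 0% = enzyme with substrate and 100% = substrate without enzyme; some results filed as inactive read as strong as hits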
Target sequence (Q92905 whole entry, looked up, one chain of several): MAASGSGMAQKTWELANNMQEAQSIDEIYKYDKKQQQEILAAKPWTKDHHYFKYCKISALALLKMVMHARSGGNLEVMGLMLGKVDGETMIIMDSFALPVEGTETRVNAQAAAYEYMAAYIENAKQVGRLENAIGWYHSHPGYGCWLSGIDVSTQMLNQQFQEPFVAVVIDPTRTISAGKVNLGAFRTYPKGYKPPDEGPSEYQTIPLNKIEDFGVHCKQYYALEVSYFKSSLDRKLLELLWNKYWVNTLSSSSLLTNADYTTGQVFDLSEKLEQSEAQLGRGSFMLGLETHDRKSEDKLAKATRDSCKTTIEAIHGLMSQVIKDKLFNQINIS
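Assay system: purified human Csn5 enzyme expressed in HEK293T cells; measure: % inhibition; also added: SCFSkp2-Nedd8OG substrate at 10 nM final; technique: fluorescence polarization; times: reaction 90 min, room temperature; medium: Tris buffer pH 7.5, NaCl, DTT, Tween-20, trehalose, ovalbumin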
LMPTP block – LMPTP (human) inhibition; P24666; recombinant LMPTP-A, OMFP fluorogenic substrate, fluorescence intensity; inhibition, % at 20 µM; hit rate 0.22% among 360,000;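 active = compounds that cut the enzyme signal by at least half of the control window in the single-dose screen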;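 note: plate controls were DMSO wells with enzyme plus substrate for no effect and substrate without enzyme for full effect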
Target sequence (P24666 whole entry, looked up): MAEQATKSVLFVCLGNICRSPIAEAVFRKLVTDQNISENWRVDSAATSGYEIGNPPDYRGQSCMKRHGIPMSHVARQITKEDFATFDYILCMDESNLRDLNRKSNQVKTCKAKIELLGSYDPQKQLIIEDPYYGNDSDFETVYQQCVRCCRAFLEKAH
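Material: LMPTP-A; amount: 0.625 nM enzyme; doses: single 20 µM dose; times: reaction 50 min, room temperature, dark; technique: fluorescence intensity of OMFP turnover product; benchmarks: no-enzyme and uninhibited controls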
Rpn11 block – blocks the human proteasome subunit Rpn11; AID 588493; calls only at 20 µM; human 26S proteasome, Ub4-pepOG fluorescence polarization; 20S core pre-blocked with epoxomicin; O00487; hit rate 0.59% among 360,000;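 active = inhibition at 20 µM, scaled to each plate's controls, above about 33%, limit read from the data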
Target sequence (O00487 whole entry, looked up): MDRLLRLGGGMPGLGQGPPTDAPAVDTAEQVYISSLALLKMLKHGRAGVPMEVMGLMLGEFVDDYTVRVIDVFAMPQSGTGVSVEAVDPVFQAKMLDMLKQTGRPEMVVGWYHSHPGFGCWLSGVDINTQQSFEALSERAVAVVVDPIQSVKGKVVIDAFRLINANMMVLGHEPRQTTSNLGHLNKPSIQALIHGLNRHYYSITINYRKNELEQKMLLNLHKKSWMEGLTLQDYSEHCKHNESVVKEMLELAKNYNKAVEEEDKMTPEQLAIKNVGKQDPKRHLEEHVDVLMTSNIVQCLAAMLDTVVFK
Scp1 inh – blocks human Scp-1 phosphatase activity | Recombinant Scp1, phosphopeptide, malachite green phosphate absorbance | Q9GZU7 | hit rate 0.88% among 340,000 | AID 493091 | inhibition, % at 20 µM;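 active = inhibition above about 50% at 20 µM, limit read from the data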;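 note: plate controls were DMSO wells with enzyme for no effect and wells lacking enzyme for full effect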
Target sequence (Q9GZU7 76-261 limits assumed): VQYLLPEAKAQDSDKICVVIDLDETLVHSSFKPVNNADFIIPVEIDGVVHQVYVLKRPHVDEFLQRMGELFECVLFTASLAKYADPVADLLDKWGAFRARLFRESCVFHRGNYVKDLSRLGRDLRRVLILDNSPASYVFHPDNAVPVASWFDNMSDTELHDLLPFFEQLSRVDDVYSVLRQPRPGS
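Material: truncated SCP-1 phosphatase (76-261aa) / Buffer or medium: 50 mM Tris acetate pH 5.5, 0.005% Tween-20, 10 mM MgCl2 / Compound dosing: one concentration, 20 µM, with 1.0% DMSO / Incubation: 45 min room-temperature reaction, 5 min colour, 30 min stabiliser / Detection: colorimetric free-phosphate detection, absorbance 630 nm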
SUMO1-SIM PPI – alters human SUMO1 binding to SIM partners. P63165. SUMO1 binding to a labelled peptide, TR-FRET, 1 h. inhibition, % at 20 µM. hit rate 0.33% among 360,000; in the data active = inhibition above about 37%
PABP1 MLLE inh – blocks PAM2 peptide binding to the PABP1 MLLE domain; GST-MLLE / FITC-PAM2 fluorescence polarization; inhibition, % at 20 µM; hit rate 0.36% among 360,000; AID 588489; in the data active = inhibition above about 35%, passing the limit was not always enough;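 note: plate controls were DMSO wells with GST-MLLE for no effect and wells lacking GST-MLLE protein for full effect; some results filed as inactive read as strong as hits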
DNMT1 block – DNMT1 (human) enzyme inhibition | hit rate 0.83% among 360,000 | DNMT1 molecular beacon, Hinp1I cleavage, fluorescence | inhibition (reported as % activation of signal), % at 10 µM; in the data active = inhibition above about 50%
NadD inh – NadD (S. aureus) enzyme inhibition; purified NadD enzyme, colorimetric absorbance read-out; inhibition, % at 20 µM; hit rate 0.78% among 360,000; in the data active = inhibition above about 26%; note: some compounds past the cut are filed as inactive
TbMetRS inhib – Trypanosoma brucei MetRS inhibition; purified T. brucei MetRS, ATP depletion, Kinase-Glo luminescence; hit rate 0.4% among 360,000; inhibition, % at 11.9 µM;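 active = inhibition above a per-plate cutoff of the control wells' mean inhibition plus 3 SD, cut at about 5.5% in these data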;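 note: 0% = DMSO wells median and 100% = median of wells with control inhibitor compound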
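assay system = parasite MetRS enzyme | timing = 15 min preincubation, 2 h reaction, all 25 °C | evaluation = percent inhibition relative to median high and low control wells | medium = HEPES buffer containing pyrophosphatase, BSA, spermine, DTT | compound = single dose, 11.9 µM final nominal, 0.9% final DMSO | detection = Kinase-Glo luminescence, ATP depletion format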
Numbers without * were called inactive; i = inactive; . = not tested or not shown; + = active, no number.

[1] NC(=O)C1(N2CCCCC2)CCN(C(=S)Nc2ccc(Cl)cc2)CC1
[2] COC(=O)C1=C(C)N(Cc2ccccc2)C(=O)N[C@H]1c1cccc(F)c1
[3] Cc1ccc(CC(=O)NCCc2ccc(S(N)(=O)=O)cc2)cc1
[4] Cc1cccc2c1CCCC2=O
[5] COc1cccc(NC(=O)/C=C/c2ccccc2[N+](=O)[O-])c1
[6] CC(C)(C)c1ccc(C(=O)Nc2ccc(C(=O)N3CCOCC3)cc2)cc1
[7] COc1ccccc1C(=O)NCC(=O)NNC(=O)c1cccs1
[8] CCOc1ccc(C(C)C)cc1S(=O)(=O)n1ccnc1C

entry no.	1	2	3	4	5	6	7	8
STEP block	1	-2	-1	0	-4	2	-2	1
CSN inh	3	-1	0	-5	-1	-5	-1	73*
LMPTP block	0.3	-0.6	-1.3	-0.1	0.5	0.0	0.0	0.3
Rpn11 block	i	i	i	i	i	i	i	i
Scp1 inh	-3	-2	9	-2	-18	-2	-3	1
SUMO1-SIM PPI	3	-2	7	10	-22	6	4	-4
PABP1 MLLE inh	-80	-2	5	0	8	11	3	-5
DNMT1 block	1	0	1	6	-9	2	2	0
NadD inh	4	-1	1	6	-10	-1	6	-10
TbMetRS inhib	0.1	-0.2	0.4	-0.2	-1.2	0.0	-0.2	-0.4

[9] Cc1ccc2nsnc2c1S(=O)(=O)NC1CC1
[10] CC(C)(C)CC(C)(C)SSc1n[nH]c(=S)s1
[11] Cc1ccc(SCC(=O)OCC(=O)N(CC(C)C)c2c(N)n(Cc3ccccc3)c(=O)[nH]c2=O)c(C)c1
[12] N#CCc1ccc(C(=O)c2ccccc2)s1
[13] O=C(NC1CCN(Cc2ccccc2Cl)CC1)c1ccccc1
[14] COc1ccc(C)cc1S(=O)(=O)N1CCN(c2ccccc2)CC1
[15] O=C1N=C(N2CCN(c3ccccc3)CC2)SC1Cc1ccccc1 (stereo not given)
[16] CC(C)C(=O)Nc1ccc(NC(=O)c2cccs2)cn1

entry no.	9	10	11	12	13	14	15	16
STEP block	-2	0	0	4	-2	2	2	-2
CSN inh	2	9	2	-1	-1	1	-12	0
LMPTP block	-1.1	0.2	1.6	-1.3	-3.7	-1.2	-1.4	-0.3
Rpn11 block	i	i	i	i	i	i	i	i
Scp1 inh	0	10	-3	-9	3	-5	6	-7
SUMO1-SIM PPI	-13	9	7	-12	-1	1	-6	0
PABP1 MLLE inh	-1	-8	16	-17	-1	-1	2	-1
DNMT1 block	-3	28	13	-5	1	-4	1	2
NadD inh	-2	12	4	-6	-3	-2	-1	-1
TbMetRS inhib	-0.4	0.0	-0.1	0.0	-0.8	-2.0	-0.8	-0.2

One compound at a time, from the list above. Values in the order: STEP block | CSN inh | LMPTP block | Rpn11 block | Scp1 inh | SUMO1-SIM PPI | PABP1 MLLE inh | DNMT1 block | NadD inh | TbMetRS inhib
Cc1ccc(SCC(=O)OCC(=O)N(CC(C)C)c2c(N)n(Cc3ccccc3)c(=O)[nH]c2=O)c(C)c1 is entered as 0 | 2 | 1.6 | i | -3 | 7 | 16 | 13 | 4 | -0.1
N#CCc1ccc(C(=O)c2ccccc2)s1 is entered as 4 | -1 | -1.3 | i | -9 | -12 | -17 | -5 | -6 | 0.0
COc1ccc(C)cc1S(=O)(=O)N1CCN(c2ccccc2)CC1 is entered as 2 | 1 | -1.2 | i | -5 | 1 | -1 | -4 | -2 | -2.0
O=C(NC1CCN(Cc2ccccc2Cl)CC1)c1ccccc1 is entered as -2 | -1 | -3.7 | i | 3 | -1 | -1 | 1 | -3 | -0.8

More compounds:
[17] O=C(COC(=O)c1ccc(NS(=O)(=O)c2cccs2)cc1)Nc1nc2c(F)c(F)c(F)cc2s1
[18] COc1ccccc1NC(=O)Cn1c(C)nc2c(sc(=S)n2Cc2ccco2)c1=O
[19] COc1ccccc1CNC(=O)Cc1ccc(OC)c(OC)c1
[20] CC1(C(=O)NS(=O)(=O)c2ccc(F)cc2F)CCN1C(=O)CC1CCCC1 (stereo not given)
[21] CCN(CC)CCn1c(OC)cc(=O)[nH]c1=O
[22] COc1ccccc1C(CNC(=O)c1ccc(S(=O)(=O)NCc2ccco2)cc1)N(C)C (stereo not given)
[23] CN(C)CCCNS(=O)(=O)c1ccc(NC2CCCCCC2)c([N+](=O)[O-])c1
[24] COc1cc(/C=C/C(C)=NNc2ccccc2)ccc1O

entry no.	17	18	19	20	21	22	23	24
STEP block	14	1	0	6	-4	2	1	-1
CSN inh	30	0	1	2	-2	-3	2	3
LMPTP block	40	3.7	-0.3	-3.0	-2.6	-1.0	0.6	2.4
Rpn11 block	.	+	i	i	i	i	i	i
Scp1 inh	51*	-4	0	.	-5	-5	9	-1
SUMO1-SIM PPI	9	1	8	4	0	-1	-45	-10
PABP1 MLLE inh	-28	7	-12	-10	-5	3	-1	2
DNMT1 block	14	-6	-1	1	3	-2	-1	-4
NadD inh	50*	9	4	-1	1	-2	-11	2
TbMetRS inhib	0.0	-0.5	-0.4	-0.1	-0.1	-0.1	-0.3	-0.1

Scp1 inh, what is marked active above
[17] O=C(COC(=O)c1ccc(NS(=O)(=O)c2cccs2)cc1)Nc1nc2c(F)c(F)c(F)cc2s1

entry no.	17
STEP block	14
CSN inh	30
LMPTP block	40
Rpn11 block	.
Scp1 inh	51*
SUMO1-SIM PPI	9
PABP1 MLLE inh	-28
DNMT1 block	14
NadD inh	50*
TbMetRS inhib	0.0

Next section:
[25] O=C(CN(Cc1ccc(F)cc1)C(=O)CCC(=O)Nc1ccccn1)NCc1ccc(F)cc1
[26] COc1ccccc1OCC(=O)N1CC2(C)CC1CC(C)(C)C2 (stereo not given)
[27] Fc1ccc(Br)cc1C1C=C(c2ccc(Br)cc2)Nc2ncnn21 (stereo not given)
[28] COc1ccc(NC(=O)C(c2ccccc2)c2ccccc2)cn1
[29] COc1ccc(/C=C/C(=O)OCC(=O)Nc2ccc(N3CCOCC3)cc2)cc1
[30] O=c1c2cn[nH]c2nc(SCc2ccc3c(c2)OCCO3)n1-c1ccccc1
[31] CCOc1ccc(OCCOCCNCCOC)cc1
[32] CC(=O)N1CCSc2ccc(S(=O)(=O)N3CCC(C)CC3)cc21

entry no.	25	26	27	28	29	30	31	32
STEP block	-2	-6	0	0	-3	1	-1	1
CSN inh	-2	5	-4	2	-1	-1	0	1
LMPTP block	1.2	0.5	1.0	-0.1	0.9	0.2	-1.5	-1.9
Rpn11 block	i	i	i	i	i	i	i	i
Scp1 inh	-3	4	3	-7	-6	-6	1	0
SUMO1-SIM PPI	1	-3	-7	31	1	2	-2	0
PABP1 MLLE inh	-14	11	90	12	-3	1	2	-12
DNMT1 block	-1	-1	26	-1	-6	-6	1	3
NadD inh	-4	7	3	4	-3	2	-6	4
TbMetRS inhib	-0.8	-0.6	0.2	-0.3	-0.6	-0.5	-0.3	-0.3

Reprinted at random: 2 entries already listed.
[28] COc1ccc(NC(=O)C(c2ccccc2)c2ccccc2)cn1
[27] Fc1ccc(Br)cc1C1C=C(c2ccc(Br)cc2)Nc2ncnn21 (stereo not given)

entry no.	28	27
STEP block	0	0
CSN inh	2	-4
LMPTP block	-0.1	1.0
Rpn11 block	i	i
Scp1 inh	-7	3
SUMO1-SIM PPI	31	-7
PABP1 MLLE inh	12	90
DNMT1 block	-1	26
NadD inh	4	3
TbMetRS inhib	-0.3	0.2

The list goes on:
[33] CCN(CC(=O)Nc1ccc(OC)cc1)C(=O)CSCc1c(C)noc1C
[34] COc1ccc(C(=O)c2c(C)c3ccccc3n2CC(O)CNC(C)C)cc1 (stereo not given)
[35] Nc1ccc2nc(NC(=O)C3CCCCC3)sc2c1
[36] Cc1ccc(C2C(C#N)=C(N)SC(N)=C2C#N)c(C)c1
[37] CC(C)(C)OC(=O)N1CCCC1C(=O)NC(Cc1ccccc1)C(=O)O (stereo not given)
[38] NNC(=O)c1cc2c(s1)-c1cc(Cl)ccc1SC2
[39] Cc1nnc(SCC(=O)Nc2cc(C(F)(F)F)ccc2N2CCOCC2)o1
[40] CCN(CC)C(=O)C1CCCN(C/C(C)=C/c2ccccc2)C1 (stereo not given)

entry no.	33	34	35	36	37	38	39	40
STEP block	i	2	2	-42	0	-1	2	0
CSN inh	-2	3	-2	-69	5	-2	-3	-2
LMPTP block	-5.4	0.0	0.0	0.4	-1.8	2.4	-2.2	-1.8
Rpn11 block	i	i	i	.	i	i	i	i
Scp1 inh	-7	-2	-5	-3	2	4	-5	-2
SUMO1-SIM PPI	3	-9	5	-9	-3	-17	5	-1
PABP1 MLLE inh	158*	-2	8	i	-13	-11	-124	1
DNMT1 block	0	0	-10	-12	-1	-14	2	6
NadD inh	3	-5	0	1	6	24	10	0
TbMetRS inhib	-0.1	-2.0	0.5	-1.6	-0.5	0.7	-1.2	-1.6

[41] FC(F)(F)c1nnc(N2CCN(c3ccc(Cl)cc3)CC2)s1
[42] CN(CC(=O)Nc1ccccc1Br)c1ncnc2sccc12
[43] CCN(c1ccc(NC(=O)COC(=O)CCc2nc3ccccc3n2-c2ccccc2)cc1)C(C)C
[44] CCOc1cc(C)c(Cl)cc1S(=O)(=O)NCc1ccc2c(c1)OCO2
[45] O=C(NNC(=S)NC1CC2C=CC1C2)c1ccncc1 (stereo not given)
[46] Cc1nc2cc(NC(=O)N3CCN(c4ccccn4)CC3)ccc2o1

entry no.	41	42	43	44	45	46
STEP block	-1	2	-2	-1	-1	-3
CSN inh	-5	0	8	4	-4	1
LMPTP block	-1.6	0.4	4.5	-0.4	0.0	4.5
Rpn11 block	i	i	i	i	i	i
Scp1 inh	-11	-5	-9	31	-4	-8
SUMO1-SIM PPI	-1	2	2	1	4	0
PABP1 MLLE inh	-11	-9	-4	19	-13	-1
DNMT1 block	5	1	-18	-3	-4	0
NadD inh	1	3	-11	-6	-1	-11
TbMetRS inhib	-0.7	-0.4	-0.5	-1.0	-0.1	-1.1
